CHRM4 agonist: agonists of human muscarinic M4 receptor (CHRM4); P08173; CHO-K1 hM4/Gqi5, Fluo-8 calcium fluorescence; vehicle 0%, full acetylcholine response 100%; activation, % at 3 µM; 360,000 tested, 0.14% active; AID 624127;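 active = activation above the run mean over all test wells plus 3 SD, cut at about 32% in these data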;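 note: peak over basal fluorescence ratio per well then scaled between controls; 0% = DMSO wells and 100% = acetylcholine at EC100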
Target sequence (P08173 whole entry, looked up): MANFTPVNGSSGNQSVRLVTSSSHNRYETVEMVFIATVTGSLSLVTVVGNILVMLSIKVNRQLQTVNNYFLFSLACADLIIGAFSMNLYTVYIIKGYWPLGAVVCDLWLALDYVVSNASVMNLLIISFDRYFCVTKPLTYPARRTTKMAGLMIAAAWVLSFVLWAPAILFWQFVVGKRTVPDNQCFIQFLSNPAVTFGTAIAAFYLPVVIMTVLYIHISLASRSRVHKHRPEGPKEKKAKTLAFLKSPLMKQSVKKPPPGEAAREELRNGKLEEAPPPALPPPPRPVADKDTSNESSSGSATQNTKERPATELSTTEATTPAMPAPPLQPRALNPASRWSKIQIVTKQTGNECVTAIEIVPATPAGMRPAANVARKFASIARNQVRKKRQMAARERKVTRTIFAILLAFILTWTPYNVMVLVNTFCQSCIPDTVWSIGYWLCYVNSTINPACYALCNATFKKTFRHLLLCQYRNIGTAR
M5 PAM: positive allosteric modulators of human muscarinic M5 receptor | P08912 | CHO-K1 hM5, Fluo-8 calcium, ACh EC20 PAM; 0% = ACh EC20, 100% = ACh EC100 | activation, % at 3 µM | AID 624038 | 360,000 tested, 0.3% active;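 active = activation above the run cutoff, the mean activation of all test compounds plus 3 SD, cut at about 18% in these data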
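Test system: CHO-K1 hM5 cells / Doses: single-point, 3 µM nominal / Times: Post-acetylcholine fluorescence recording 140 s / Technique: Fluo-8 calcium fluorescence / Measure: Max/basal fluorescence ratio as % of EC20–EC100 ACh window / Benchmarks: low control EC20 acetylcholine (0%), high control EC100 acetylcholine (100%) / Replicates: one well per compound, no replicates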
CRFBP-R2 agonist: CRF-BP/CRF-R2 complex agonism; AID 588473; HEK293 CRF-R2/CRF-BP, calcium dye fluorescence (FLIPR); percent of saturating CRF peptide response; activation, % at 13.2 µM; 350,000 tested, 0.46% active;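 active = activation of at least 50%, plus an integration ratio under a set limit after plate pattern correction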;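 note: plate controls were neutral control wells without compound for no effect and CRF at EC100 for full effect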
CHRM4 antagonist: antagonists of human muscarinic M4 receptor (CHRM4); P08173; CHO-hM4 cells, ACh EC80, Fluo-8 calcium fluorescence; inhibition, % at 3 µM; 360,000 tested, 0.73% active; AID 624125;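 active = inhibition above its plate's cutoff, the mean inhibition of sample wells plus 3 SD, cut at about 27% in these data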;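 note: 0% = acetylcholine EC80 with DMSO and 100% = DMSO without agonist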
M5 ag: agonists of human muscarinic M5 receptor (CHRM5) | AID 624037 | CHO-K1 hM5 cells, Fluo-8 calcium fluorescence; 0% DMSO wells, 100% maximal acetylcholine response | activation, % at 3 µM | 360,000 tested, 0.19% active;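 active = activation above the run's mean over test compounds plus 3 SD, cut at about 23% in these data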;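 note: signal is peak over basal fluorescence ratio across the kinetic read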
IDE cell inh: inhibits human insulin-degrading enzyme in HEK cells; P14735; FAbetaB cleavage, fluorescence polarization; inhibition, % at 5.59 µM; 320,000 tested, 0.41% active; AID 434962;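 active = percent inhibition above the average of all tested compounds plus 3 SD, set per screening campaign, cut at about 16% in these data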;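 note: IDE supplied by intact live HEK cells; FP after avidin binding of uncleaved biotin substrate so inhibition keeps polarization high; 0% = DMSO wells and 100% = 60 µM reference IDE inhibitor Ii1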
M5 antag: blocks acetylcholine activation of human M5 receptor; CHO-hM5 cells, Fluo-8 calcium fluorescence, ACh EC80; inhibition, % at 3 µM; 360,000 tested, 0.59% active; AID 624040;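 active = inhibition above a per-plate cutoff, the mean of that plate's test compounds plus 3 SD, cut at about 27% in these data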;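 note: 0% = acetylcholine EC80 with DMSO and 100% = DMSO without agonist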
CRFBP-R2 block: antagonists of CRF-binding protein/CRF-R2 receptor complex. HEK293 CRF-R2/CRF-BP, CRF-induced calcium fluorescence. inhibition, % at 11.8 µM. 350,000 tested, 0.59% active;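 active = inhibition of the ligand-induced calcium signal above about 50% at the single tested concentration, limit read from the data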
CHRM4 PAM: positive allosteric modulators of human muscarinic M4 receptor; P08173; CHO-K1 hM4/Gqi5, Fluo-8 calcium fluorescence, ACh EC20; 0% = ACh EC20, 100% = maximal ACh; activation, % at 3 µM; 360,000 tested, 0.4% active; AID 624126;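 active = activation above its plate's cutoff, the mean activation of sample wells plus 3 SD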; note: some results filed as inactive read as strong as hits
An asterisk follows results filed as active; / = no result given.

CHRM4 agonist	M5 PAM	CRFBP-R2 agonist	CHRM4 antagonist	M5 ag	IDE cell inh	M5 antag	CRFBP-R2 block	CHRM4 PAM	Molecule
2	-2	0.3	-6	3	/	2	1	2	COc1ccc(C(=O)Nc2nc(C)cs2)cc1S(=O)(=O)N1CCOCC1
2	-3	-1.4	11	2	-3	6	8	9	CCO[C@@H]1OC(C(=O)O)=C[C@H](c2ccccc2)[C@H]1CCCO
2	1	0.1	7	-3	-2	3	-8	-6	CC(C)OCCCNC(=O)CN1CCN(Cc2ccc(Cl)cc2)C1=O
0	10	0.1	-7	2	4	-1	5	4	O=C(O)CC(NC(=O)C(c1ccccc1)c1ccccc1)c1cccc([N+](=O)[O-])c1 (stereo not given)
17	-15	0.9	27*	5	6	36*	-9	-16	CN(C)c1nn(C(=O)Nc2cccc(C(F)(F)F)c2)cc1-c1ccccc1
2	4	1.6	1	-5	4	3	5	-3	O=S(=O)(Cc1nnnn1-c1ccccc1)c1ccc(F)cc1
8	-7	-0.8	-15	4	-4	-1	1	1	COc1ccc(CNC(=O)C2=CC(c3ccc(OC)c(OC)c3)=NS(=O)(=O)N2C)cc1
1	-1	1.6	9	-2	-3	13	-8	-4	CC(O)c1nc2ccccc2n1C(C)c1ccccc1 (stereo not given)
0	-3	-1.8	5	-3	-1	7	-21	12	CCC(C(=O)NC1CCCC1)N(C(=O)Cn1nnc(-c2ccc(C)o2)n1)C(C)(C)C (stereo not given)
2	9	5.5	-1	-4	/	4	-4	5	CC1CCN(S(=O)(=O)c2cn(CC(=O)N3CCN(C)CC3)c(=O)c3ccccc23)CC1
4	4	0.2	0	-1	-4	0	1	-6	CC(=O)c1cccc(NC(=O)c2ccc3c(=O)n4c(nc3c2)CCCCC4)c1
1	2	-5.6	-1	3	2	9	3	0	COc1ccc(-c2cc(C(=O)NCc3ccco3)no2)cc1OC
0	-7	1.2	4	-2	-6	1	-2	-4	CSc1cccc(NC(=O)c2cc(S(=O)(=O)N3CCc4ccccc43)cn2C)c1
1	12	-1.3	7	0	-7	-4	22	-2	CCOC(=O)c1[nH]c(C)c(C(=O)N2CCN(C(=O)c3ccco3)CC2)c1C
0	0	-1.7	1	-1	2	-3	-1	2	CCCCC(=O)Nc1ccc(NC(=O)c2ccc3c(c2)OCO3)cc1OC
0	1	-0.7	-9	-4	-1	-10	4	7	COC(=O)c1ccc(NC(=O)CSc2nc(=O)cc(N)n2-c2ccccc2)cc1
1	2	0.0	-32	-1	/	-13	-5	15	C[C@H]1CN([C@@H](C)CO)C(=O)CCCn2nncc2CO[C@@H]1CN(C)C(=O)Nc1cccc2ccccc12
0	0	-1.3	12	0	-3	-2	-55	-2	Cc1cc(C)cc(C(=O)Nc2nnc(SCC(=O)N3CCCc4ccccc43)s2)c1
2	5	-0.7	-12	0	6	-3	-2	16	CC(=O)Nc1c(F)c(F)c(F)c(F)c1F
2	1	-3.2	4	3	5	-4	-5	5	O=C(Nc1ccc2c(c1)OCCO2)C1CCN(c2nnnn2-c2ccccc2)CC1
8	-18	0.6	9	3	-4	19	-10	-7	O=C(Nc1ccc(OC(F)(F)F)cc1)Oc1ccccc1N1CCCCC1
0	3	0.5	-9	-1	-3	2	-20	4	Cc1ccccc1C(=O)NCc1ccncc1
0	1	-1.7	4	-5	5	14	1	-2	CC(/C=C/c1ccc2c(c1)OCO2)=N\NC(=O)C(O)c1ccccc1 (stereo not given)
1	4	1.2	-3	-3	-1	-1	-8	8	Cc1cc(C)cc(NC(=S)N2CCN(c3ncccn3)CC2)c1
5	1	7.8	-2	5	3	-7	-23	1	COc1ccc(N2CCN(C(=O)COC(=O)c3cccc(OC)c3O)CC2)cc1
2	-5	-0.4	-6	-8	/	-1	-7	-3	CCCn1cnc2c(oc3ccccc32)c1=O
0	-4	1.6	17	0	7	3	3	-10	COc1ccc(OC)c(C(=O)c2coc3ccc(O)cc23)c1
1	-2	-0.9	-3	0	8	-3	30	1	CC1(C)CC(=O)C2=C(C1)N(N1CCOCC1)C(N)=C(C#N)C2c1cccs1 (stereo not given)
3	3	-0.3	9	1	7	6	-7	3	c1ccc2oc(-c3[nH]ncc3CN3CCSCC3)cc2c1
2	-3	-0.1	3	-5	-4	8	-6	-1	CSc1ccccc1NC(=S)NCc1ccc(Cl)cc1

Looked up above:
M5 ag, COC(=O)c1ccc(NC(=O)CSc2nc(=O)cc(N)n2-c2ccccc2)cc1 is entered as -4
M5 ag, CN(C)c1nn(C(=O)Nc2cccc(C(F)(F)F)c2)cc1-c1ccccc1 is entered as 5

Other structures.
CHRM4 agonist	M5 PAM	CRFBP-R2 agonist	CHRM4 antagonist	M5 ag	IDE cell inh	M5 antag	CRFBP-R2 block	CHRM4 PAM	Molecule
1	-17	-0.4	-7	-13	-3	11	5	-2	C/C=C(\C)C(=O)NCCN1C2=NC[C@@H](C)N2C[C@@H]1Cc1ccc(OC)cc1
1	-8	-0.5	-4	-12	3	0	4	2	Cc1cccc(N2CCN(C(=O)CCCOc3ccccc3)CC2)c1C
4	-3	-1.3	-1	0	/	2	8	11	CCn1c(CNC(=O)c2cccs2)nnc1SCC(=O)NCCc1ccccc1
0	8	-0.4	-2	0	-3	0	23	1	O=C(Nc1sc2c(c1C(=O)O)CCC2)c1ccc(F)cc1
1	9	-0.7	-19	-2	-2	-4	-7	2	COc1ccc(S(N)(=O)=O)cc1C(=O)NNC(=O)C1COc2ccccc2O1 (stereo not given)
0	1	-1.5	-1	-2	-2	2	34	-2	CCOC(=O)C1CCN(c2c(NCCCN(C)C3CCCCC3)c(=O)c2=O)CC1
2	8	-3.0	-9	-3	4	-20	26	9	N#CCC(=O)N/N=C/c1cccc(Oc2ccccc2)c1
1	-2	-4.2	-12	-3	8	0	9	-4	C=CCc1cccc2cc(C(=O)N3CCN(C(=O)c4ccccc4)CC3)c(=O)oc12
0	-6	0.3	3	-3	-5	7	3	-8	O=C(O)c1ccc(N2C(=O)CC(SC(=NCc3ccc4c(c3)OCO4)Nc3ccccc3)C2=O)cc1 (stereo not given)
1	-1	0.7	3	2	-1	1	3	5	CCC(=O)Nc1ccc(N2CCCCC2)cc1
2	5	-1.0	-3	4	0	3	6	-1	CC(=O)Nc1ccc(S(=O)(=O)N2CCN(c3nc(C)cc(C)n3)CC2)cc1
1	-1	-0.8	-3	-3	2	2	-14	-1	CCC(C)C(=O)Nc1nnc(SCC(=O)N2C(C)CCCC2C)s1 (stereo not given)
2	2	-2.5	6	-2	2	4	19	5	OCCOCCNc1ncnc2c1cnn2-c1ccccc1
6	-1	-0.8	-9	2	-2	10	36	-1	Cc1nn(C)c2ncc(C(=O)c3ccccc3O)cc12
3	-1	-0.4	-3	1	-3	0	0	2	CCOc1ccc(S(=O)(=O)N2CCCCC2)cc1NS(=O)(=O)c1cccs1
1	6	-0.9	-4	-2	6	-9	7	-6	O=C(Oc1ccc(C(=S)N2CCCCC2)cc1)c1ccccc1
2	0	0.6	1	2	2	0	-3	2	COc1ccc2cc(-c3ccn[nH]3)ccc2c1
1	13	0.3	4	0	4	-9	-9	4	CC1(C)Cc2c(cnn2-c2ccc(F)cc2)C(NC(=O)CCN2CCCC2=O)C1 (stereo not given)
9	-13	55*	4	3	3	11	74*	-8	Cc1c(CC(Cl)(Cl)Cl)c2c(n1O)CC(C)(C)CC2=O
1	1	-1.3	-15	1	-7	-3	-21	1	Cc1ccc(N(CC(=O)Nc2cccc(Cl)c2C)S(C)(=O)=O)cc1
1	3	-0.1	-1	0	7	-8	13	2	CCN(CC)S(=O)(=O)c1ccc2oc(C(=O)Nc3ccc(OC)cc3OC)c(C)c2c1
1	-3	0.6	0	3	2	-1	4	-2	Cc1nn(C)c(C)c1NC(=O)c1ccc(S(=O)(=O)N(C)C)cc1
1	-1	-3.7	2	-1	9	-2	2	-4	CCOc1ccccc1NC(=O)CSc1nc(=O)n(CCN2CCOCC2)c2c1CCCC2
-1	4	-1.4	7	0	/	1	3	4	COc1ccc(S(=O)(=O)N(C)C[C@H]2Oc3ccc(NS(=O)(=O)c4cccs4)cc3C(=O)N([C@H](C)CO)C[C@@H]2C)cc1
1	7	0.0	6	-2	-4	5	-17	9	COc1cc(NC(=O)CN2CCN(c3ccccc3F)CC2)cc(OC)c1
-4	2	/	-31	1	/	-6	/	17	COc1ccc(Nc2c(CC(C)C)nc3nc(C)cc(C)n23)cc1
4	1	0.3	2	-2	/	13	-7	0	CCN1CCN(c2ccc(S(=O)(=O)N3CCCCC3)cc2NC(=O)/C=C/c2ccc(Cl)cc2)CC1
0	0	4.8	1	0	-1	-4	4	26	COc1ccccc1CNc1nc2nc3c(c(=O)n2[nH]1)CCC3
1	1	1.9	6	2	8	-3	8	-7	COc1ccc(Br)cc1C(=O)N/N=C/c1ccc2c(c1)n(C)c(=O)n2C
9	-8	-1.5	-3	5	4	6	-9	-1	COc1ccc(CC(=O)N/N=C/c2cccn2-c2ccc([N+](=O)[O-])cc2)cc1OC
7	-6	-1.3	-2	4	1	-1	5	-3	CCCn1ccc2c(OCC(=O)Nc3ccc(NC(C)=O)cc3)cccc2c1=O
0	-1	-0.7	-20	0	3	-1	-20	6	Cn1cc(S(=O)(=O)N2CCN(C(=O)c3ccco3)CC2)c(=O)n(C)c1=O
1	7	-1.6	2	-5	-4	-1	12	7	Cn1c(N)c(C(=O)CSc2ncn[nH]2)c(=O)n(C)c1=O
0	-2	-2.6	-6	-1	0	10	11	-1	CCOc1ccc(OCC(=O)OCC(=O)NNC(=O)c2ccc([N+](=O)[O-])cc2)cc1

Assay outcomes as filed in PubChem BioAssay.
